Screening results (PubChem BioAssay)
hIAP activ: increases human intestinal alkaline phosphatase activity; P09923; purified human IAP, CDP-Star luminescence, 30 min; active compounds read high; 1 = vehicle-only enzyme, 0 = enzyme-free background; activation factor at 10 µM; actives 0.16% (n = 330,000); AID 2524;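 active means activation factor of the enzyme at least 2-fold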; further: the source names both 10 and 20 µM as test concentration; values of inactives mirror those of a sister screen read the other way
GRIN3A LBD mod: modulates the human NR3A ligand-binding domain | NR3A LBD differential scanning fluorimetry, Tm shift; 0% = protein alone, 100% = glycine-bound protein | actives 2.5% (n = 340,000) | Tm shift relative to glycine control, % at 25 µM;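 active means melting temperature shift of at least 10% of the positive control shift, at one fixed dose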
MPTP inh: inhibitors of mitochondrial permeability transition pore; isolated mouse mitochondria, Ca2+ swelling absorbance, 30 min; inhibition, % at 10 µM; actives 1.4% (n = 360,000); AID 602449;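 active means inhibition of 50% or more, scaled per plate between neutral and stimulator controls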;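 further: 0% = DMSO wells given calcium and 100% = 1 mM EGTA wells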
ATG4B inhibitor: ATG4B (human) cysteine protease inhibition | ATG4B cleavage of LC3-PLA2, NBD-HPC fluorescence, 1 h | inhibition, % at 8.33 µM | actives 0.51% (n = 340,000) | AID 504462; in the data active means inhibition above about 40%
Target sequence (Q9Y4P1 whole entry, looked up): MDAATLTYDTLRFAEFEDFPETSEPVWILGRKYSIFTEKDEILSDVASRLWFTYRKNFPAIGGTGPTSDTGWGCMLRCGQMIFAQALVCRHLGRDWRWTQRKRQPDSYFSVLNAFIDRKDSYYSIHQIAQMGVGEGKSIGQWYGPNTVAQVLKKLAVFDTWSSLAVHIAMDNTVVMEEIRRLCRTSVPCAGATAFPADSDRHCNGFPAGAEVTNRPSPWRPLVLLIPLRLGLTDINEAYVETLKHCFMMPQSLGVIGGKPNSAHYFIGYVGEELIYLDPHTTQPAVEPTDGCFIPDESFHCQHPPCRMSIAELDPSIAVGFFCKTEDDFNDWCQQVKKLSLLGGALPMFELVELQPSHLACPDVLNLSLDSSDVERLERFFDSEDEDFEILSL
SENP6 inh: blocks the human protease SENP6; inhibition, % at 10 µM; actives 1.8% (n = 330,000); Recombinant SENP6 catalytic domain, aminoluciferin luminescence; Q9GZR1; AID 2599;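 active means inhibition above about 50% at the single tested dose, limit read from the data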;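 further: plate controls were DMSO wells with enzyme for no effect and DMSO wells lacking enzyme for full effect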
SENP1 inh: blocks the human SENP1 SUMO protease catalytic domain; Q9P0U3; recombinant SENP1 catalytic domain, CyPet-SUMO1-YPet FRET cleavage; inhibition, % at 10 µM; actives 0.21% (n = 360,000); AID 624204;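 active means inhibition at least 30% at 10 µM, raw YFP signal under a set limit, fluorescence ratio 0.5 to 1.5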;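 further: 0% = enzyme with DMSO and 100% = no enzyme wells; some results filed as inactive read as strong as hits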
Target sequence (Q9P0U3 419-644 limits assumed): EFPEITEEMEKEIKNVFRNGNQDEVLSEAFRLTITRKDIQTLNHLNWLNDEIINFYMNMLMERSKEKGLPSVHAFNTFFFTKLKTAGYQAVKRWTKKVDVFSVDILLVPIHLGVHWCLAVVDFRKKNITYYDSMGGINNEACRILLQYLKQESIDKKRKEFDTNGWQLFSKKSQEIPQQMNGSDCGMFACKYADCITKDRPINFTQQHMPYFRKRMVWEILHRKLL
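Assay system: hSENP1 catalytic domain, recombinant. Amount: SENP1 enzyme, 20 pM final. Schedule: 50 min reaction, RT, dark. Technique: FRET, CFP and YFP emission. Control set: no-enzyme wells low, DMSO-plus-enzyme wells high control.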
PfG6PD inh: PfG6PD (Plasmodium falciparum) enzyme inhibition; AID 504690; PfGluPho enzyme, NADPH resazurin-diaphorase fluorescence; inhibition, % at 20 µM; actives 0.78% (n = 350,000);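 active means inhibition reaching at least a set limit at 20 µM in the primary screen, cut at about 59% in these data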;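 further: 0% = DMSO wells with substrate and 100% = DMSO wells lacking glucose-6-phosphate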
SENP8 block: inhibitors of human SENP8 protease; actives 0.64% (n = 360,000); recombinant SENP8, Nedd8 substrate fluorescence; inhibition, % at 20 µM; in the data active means inhibition mostly above about 40%, no sharp cut-off; inactive means mostly below about 27%
Target sequence (Q96LD8 whole entry, looked up): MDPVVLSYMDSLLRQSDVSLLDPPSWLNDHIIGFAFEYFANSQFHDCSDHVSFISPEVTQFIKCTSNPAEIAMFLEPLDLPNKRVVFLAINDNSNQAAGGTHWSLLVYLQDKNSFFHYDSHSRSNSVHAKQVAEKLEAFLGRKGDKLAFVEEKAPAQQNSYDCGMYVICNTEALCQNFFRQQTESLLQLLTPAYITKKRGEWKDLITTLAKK
An asterisk follows results filed as active; . = not tested or not shown.

SMILES | hIAP activ | GRIN3A LBD mod | MPTP inh | ATG4B inhibitor | SENP6 inh | SENP1 inh | PfG6PD inh | SENP8 block
CC(OC(=O)CCCN=C1NS(=O)(=O)c2ccccc21)C(=O)Nc1ccccc1[N+](=O)[O-] (configuration not stated) | 1.1 | -2 | -0.6 | 1 | -11 | 0 | 0 | 7
C/C(=N\NC(=O)CSCc1cccc(Br)c1)c1ccc([N+](=O)[O-])cc1 | 0.85 | -4 | 0.7 | -18 | 11 | 0 | -6 | 10
Cc1ccccc1NC(=O)Cc1nc(COC(=O)/C=C/c2ccc(F)cc2)cs1 | . | . | 0.7 | . | . | -16 | -4 | -6
COc1ccc(S(=O)(=O)N2CCC(O)(c3ccc(Cl)cc3)CC2)cc1 | 1.1 | -5 | 4.3 | -5 | -13 | 4 | -12 | 18
CN1CCN(S(=O)(=O)c2ccc3c4c(cccc24)C(=O)N3)CC1 | 0.92 | 2 | -3.2 | 1 | -8 | -60 | 17 | -419
S=C(NCCc1ccc(Cl)cc1)NC1CC1 | 1 | -2 | -0.1 | 2 | 6 | 0 | 13 | 13
Cc1ccc2[nH]c(=O)c(CN(CCO)C(=O)NCc3ccccc3)cc2c1 | 1.1 | -1 | -0.8 | -3 | -5 | -1 | -9 | -44
O=C(N/C(=C\c1cccs1)C(=O)N1CCOCC1)c1ccco1 | 0.91 | 4 | 1.1 | -7 | 0 | 2 | 0 | 17
COc1ccc(OC)c(NC(=O)Cc2cccs2)c1 | 0.67 | -1 | -0.3 | 9 | 11 | -4 | 1 | 23
O=C(c1ccc(Br)o1)N1CCN=C1SCc1cccnc1 | 1.1 | -5 | -1.1 | -5 | -3 | -4 | -10 | 10
O=c1cc(/N=C/c2coc3c(ccc4ccccc43)c2=O)[nH]c(=S)[nH]1 | 0.72 | 3 | 4.4 | 5 | 11 | 0 | -52 | 12
COC(=O)Nc1ccc(S(=O)(=O)N2CCC(C(=O)NC3CCCCC3)CC2)cc1 | 1 | 2 | -1.1 | -12 | -18 | 3 | -11 | 0
S=C(c1cccs1)N1CCCC1 | 1 | -3 | 0.0 | -8 | 5 | 4 | -1 | 11
COc1cc(CN2CCN(Cc3ccco3)CC2)cc(OC)c1 | 1.1 | . | 0.2 | -4 | -6 | 2 | -1 | 16
COc1cccc(-c2ccc(NC(=O)C3CCCN(CCCn4cccn4)C3)cc2)c1 (configuration not stated) | 1.1 | 10* | 2.3 | -8 | -3 | 0 | 6 | -2

Molecules from the list above with bromine:
SMILES | hIAP activ | GRIN3A LBD mod | MPTP inh | ATG4B inhibitor | SENP6 inh | SENP1 inh | PfG6PD inh | SENP8 block
C/C(=N\NC(=O)CSCc1cccc(Br)c1)c1ccc([N+](=O)[O-])cc1 | 0.85 | -4 | 0.7 | -18 | 11 | 0 | -6 | 10
O=C(c1ccc(Br)o1)N1CCN=C1SCc1cccnc1 | 1.1 | -5 | -1.1 | -5 | -3 | -4 | -10 | 10

New compounds follow.
SMILES | hIAP activ | GRIN3A LBD mod | MPTP inh | ATG4B inhibitor | SENP6 inh | SENP1 inh | PfG6PD inh | SENP8 block
O=C(CCCCCN1C(=O)[C@@H]2Cc3ccccc3CN2C1=O)Nc1ccccc1Cl | 1.2 | -2 | -0.1 | 7 | -6 | -1 | -6 | -8
Cc1cccc(C(=O)Nc2ccc(C(=O)N/N=C/c3ccc(C)o3)cc2)c1 | 0.93 | -2 | -0.4 | 7 | 4 | 0 | 3 | -142
CC(=O)Nc1ccc(S(=O)(=O)Nc2nc3c(s2)CCCC3)cc1 | 0.95 | 0 | -0.3 | -15 | -11 | -1 | -39 | 25
O=C(CCS(=O)(=O)c1cccc2nsnc12)N1CC(=O)N(CCc2ccccc2)C(=O)C1 | 1.1 | -1 | -0.5 | -3 | -8 | 4 | -23 | 18
CCCNC(=O)COc1coc(CN2CCN(C(=O)c3ccco3)CC2)cc1=O | 1 | 1 | 0.1 | -5 | 4 | 2 | -8 | 1
Fc1ccccc1COc1ccc(Br)cc1CNCc1cccnc1 | 1.1 | -1 | 7.0 | -1 | -31 | -6 | 32 | 16
CC1CCN(c2nc3ccc(C(=O)NCCCN4CCCCC4)cc3s2)CC1 | 0.96 | -1 | -1.3 | -5 | 0 | 1 | 18 | -1
O=C(CCS(=O)(=O)c1ccc(Br)cc1)N1CCN(c2ccc(F)cc2)CC1 | 0.82 | 0 | -2.3 | 0 | -11 | 2 | -10 | 10
CC(C)Oc1cccc(-c2cc(C(=O)N3CCN(c4ncccn4)CC3)c3ccccc3n2)c1 | 1.1 | . | 2.3 | . | -7 | -1 | . | -133
Cc1cc(Cl)ccc1NC(=S)N1CCN(Cc2ccc3c(c2)OCO3)CC1 | 1.1 | -4 | 0.8 | -3 | 8 | 7 | 7 | 26
Cc1ccc(CNC(=O)CSc2nc(=O)n3ccc(C)cc3n2)cc1 | . | . | 1.7 | . | . | -34 | -14 | -91
C[C@H](NC(=O)c1nc[nH]c1C(=O)NC1CCNCC1)C(=O)OC(C)(C)C | 1.3 | 1 | -0.8 | -2 | -3 | 0 | -6 | 8
Cc1ccc(OCC(O)CNC2CCCC2)c(C)c1 (configuration not stated) | 1 | -2 | 0.8 | -2 | 8 | -1 | -3 | 9
N#C/C(=C/Nc1ccccc1F)S(=O)(=O)c1ccc(Cl)cc1 | 0.91 | -4 | 12 | -3 | 1 | 1 | 3 | 10
CCN(CC)CCn1c(SCC(=O)Nc2cccc(OC)c2)nc2c(sc3ccccc32)c1=O | 1.1 | -2 | 10 | -5 | -2 | -1 | 4 | -367
O=C(c1cc(-c2cccs2)nc2ccccc12)N1CCN(S(=O)(=O)c2ccccc2)CC1 | 0.87 | 0 | -1.2 | -8 | -9 | -13 | 10 | -271
COC(=O)C12CCC(C)(c3nc4ccccc4nc31)C2(C)C (configuration not stated) | 1 | 2 | -0.6 | -4 | -20 | 0 | 22 | -2
CCN(CC)S(=O)(=O)c1ccc(Cl)c(C(=O)OC)c1 | 0.99 | -2 | 0.2 | 8 | -16 | 3 | -11 | 22
COc1ccc(N(CC(=O)N/N=C/c2ccccc2OC)S(=O)(=O)c2ccccc2)cc1 | 0.84 | -2 | 0.8 | -18 | -20 | 1 | 39 | 9
COc1ccc(S(=O)(=O)N2CCC(C(N)=O)(N3CCCCC3)CC2)cc1 | 0.95 | 0 | -1.3 | -9 | -16 | -9 | 7 | 10
O=C(CCN1C(=O)c2ccccc2C1=O)Nc1ccc(S(=O)(=O)N2CCOCC2)cc1 | 0.85 | 1 | -1.0 | -5 | -20 | 2 | 10 | 7
CCOC(=O)C1CCN(c2nc(-c3ccc(Br)cc3)nc3ccccc23)CC1 | 0.84 | 2 | 2.3 | -10 | 6 | 1 | 19 | -30
O=C(N/N=C\c1ccc2c(c1)OCO2)c1ccco1 | 0.87 | 1 | -0.7 | 8 | 69* | -1 | -6 | -41
CCOC(=O)C1=C(CNCc2ccccc2Cl)NC(=O)NC1c1ccc2c(c1)OCO2 (configuration not stated) | 1.1 | 0 | 0.0 | 18 | -1 | -3 | -9 | 31
NC(=O)N/N=C/c1cn(-c2ccccc2)nc1-c1ccccc1 | 0.97 | -13 | -2.5 | -11 | 0 | -1 | 13 | 16
Cc1cccc(N2CCN(C(=O)C3CC(=O)N(C4CCCC4)C3)CC2)c1C (configuration not stated) | 0.93 | -2 | 0.8 | -3 | -5 | 0 | 2 | 1
CC(CC(=O)NCc1ccccc1)C1CCCO1 (configuration not stated) | 1.1 | -1 | -2.2 | -7 | -17 | 2 | -4 | 15
COc1ccccc1-n1cc(-c2ccc([N+](=O)[O-])cc2)[nH]c1=S | 0.93 | 3 | -0.1 | 1 | -19 | 43* | 39 | 22
CN1CCN(c2nc(Nc3ccc(F)cc3)nc(Nc3ccc(F)cc3)n2)CC1 | 1.2 | 1 | 1.3 | 0 | -16 | -5 | 11 | 11
O=C(O)C1CCCN1C(=O)c1cncc(Br)c1 (configuration not stated) | 0.96 | -1 | -1.2 | 3 | -14 | -1 | -24 | 9

Of the compounds above, these have fluorine:
SMILES | hIAP activ | GRIN3A LBD mod | MPTP inh | ATG4B inhibitor | SENP6 inh | SENP1 inh | PfG6PD inh | SENP8 block
Cc1ccccc1NC(=O)Cc1nc(COC(=O)/C=C/c2ccc(F)cc2)cs1 | . | . | 0.7 | . | . | -16 | -4 | -6
Fc1ccccc1COc1ccc(Br)cc1CNCc1cccnc1 | 1.1 | -1 | 7.0 | -1 | -31 | -6 | 32 | 16
O=C(CCS(=O)(=O)c1ccc(Br)cc1)N1CCN(c2ccc(F)cc2)CC1 | 0.82 | 0 | -2.3 | 0 | -11 | 2 | -10 | 10
N#C/C(=C/Nc1ccccc1F)S(=O)(=O)c1ccc(Cl)cc1 | 0.91 | -4 | 12 | -3 | 1 | 1 | 3 | 10
CN1CCN(c2nc(Nc3ccc(F)cc3)nc(Nc3ccc(F)cc3)n2)CC1 | 1.2 | 1 | 1.3 | 0 | -16 | -5 | 11 | 11

Retrieved one by one from above:
SMILES | hIAP activ | GRIN3A LBD mod | MPTP inh | ATG4B inhibitor | SENP6 inh | SENP1 inh | PfG6PD inh | SENP8 block
CCOC(=O)C1CCN(c2nc(-c3ccc(Br)cc3)nc3ccccc23)CC1 | 0.84 | 2 | 2.3 | -10 | 6 | 1 | 19 | -30
CN1CCN(c2nc(Nc3ccc(F)cc3)nc(Nc3ccc(F)cc3)n2)CC1 | 1.2 | 1 | 1.3 | 0 | -16 | -5 | 11 | 11
Cc1cccc(N2CCN(C(=O)C3CC(=O)N(C4CCCC4)C3)CC2)c1C (configuration not stated) | 0.93 | -2 | 0.8 | -3 | -5 | 0 | 2 | 1
COc1ccccc1-n1cc(-c2ccc([N+](=O)[O-])cc2)[nH]c1=S | 0.93 | 3 | -0.1 | 1 | -19 | 43* | 39 | 22
COC(=O)C12CCC(C)(c3nc4ccccc4nc31)C2(C)C (configuration not stated) | 1 | 2 | -0.6 | -4 | -20 | 0 | 22 | -2

Next structures follow:
SMILES | hIAP activ | GRIN3A LBD mod | MPTP inh | ATG4B inhibitor | SENP6 inh | SENP1 inh | PfG6PD inh | SENP8 block
COc1cc(C(=O)NCC(=O)N2CCN(S(=O)(=O)c3cc(C)ccc3C)CC2)cc(OC)c1OC | 1.2 | -1 | -0.6 | -3 | -5 | 1 | -6 | 10
Cc1nn(C(C)CC(=O)O)c(C)c1Br (configuration not stated) | 1 | 3 | 0.5 | -7 | -34 | 2 | -15 | 4
CC(C)CCN1CC(C(=O)NCc2ccc(F)cc2)CC1=O (configuration not stated) | 1.1 | 0 | 0.3 | 0 | -22 | 2 | 1 | 9
CN=C(NC1CCCCC1)c1ccc([N+](=O)[O-])cc1 | 1.1 | 0 | 1.8 | 1 | 1 | -1 | -4 | 19
CCOC(=O)c1cc(-c2ccccc2)nn1CC1CC(c2cccc([N+](=O)[O-])c2)=NO1 (configuration not stated) | 0.97 | -3 | 0.2 | 1 | 6 | 0 | -14 | 34
Cc1nc(Cc2nnc(SCc3nc(N)nc(Nc4ccccc4C)n3)o2)cs1 | 1 | 3 | 0.1 | -19 | -12 | 2 | 9 | -1
Cc1nn(Cc2c(Cl)cccc2Cl)c(C)c1NC(=O)CCCn1nc(C)c([N+](=O)[O-])c1C | 1 | -6 | -0.1 | 2 | 13 | -1 | 12 | 9
O=C(CC1SC(=O)N(c2ccccc2)C1=O)Nc1ccc(Cl)cc1 (configuration not stated) | 1 | 22* | 6.6 | -1 | -1 | 6 | 10 | 32
O=C(NCc1nc2ccccc2[nH]1)C1=C[C@@H](c2ccc(Br)cc2)C[C@@H](OCCCCO)O1 | 0.99 | -4 | 0.4 | -19 | 6 | -1 | 3 | 7
COc1ccc2ncn(-c3ccccc3)c2c1 | 1.1 | 0 | -0.8 | -13 | -18 | 1 | -3 | 16
Cc1ccc(S(=O)(=O)N(Cc2ccc(F)cc2)C(=O)N2CCN(C)CC2)cc1 | 1.1 | 2 | -0.5 | 5 | 2 | 2 | 1 | 1

Compounds were not picked by outcome (roughly 6.7% active in at least one column).
